# P. falciparum M1AAP – malaria alanyl aminopeptidase activity blockers – biochemical, fluorogenic H-Leu-NHMec substrate, 1536-well (AID 1445) | recombinant M1AAP, H-Leu-NHMec fluorogenic kinetic assay; higher % means a stronger effect | one-dose inhibition, % at 30 µM; IC50 in µM for titrated hits | 0.42% of 220,000 active;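 active means primary inhibition above the hit cutoff, then over 50% inhibition at one or more dose response concentrations, cut at about 23% in these data, passing the limit was not always enough; inconclusive means conflicting primary data, or primary hits not chosen for dose response; inactive means low primary inhibition, or under 50% at every dose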;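 further: plate controls were DMSO full reaction for no effect and no enzyme background for full effect; strong numbers were not always called active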
# KOR beta-arrestin-1 – kappa opioid receptor blockers – cell-based, luminescence, uHTS (AID 1778); inhibition, % at 10 µM; hits with a dose series show IC50 in µM; KOR beta-arrestin recruitment, luminescence, antagonist mode; higher % means a stronger effect; 0.091% of 290,000 active; further: strong numbers were not always called active
# AID2073 – disruptors of CaV2.2 binding to Mint1 – biochemical, HTRF (AID 2073). HTRF protein-protein interaction, Mint1-CaV2.2; higher % means a stronger effect. inhibition, % at 20 µM, or IC50 in µM where a hit was titrated. 0.19% of 290,000 active; in the data active means inhibition mostly above about 51%, no sharp cut-off; inconclusive means no clear call, values can overlap the other calls; inactive means mostly below about 53%; further: some results filed as inactive read as strong as hits
# M17LAP inhibition – P. falciparum M17LAP inhibitors, primary screen, biochemical, fluorogenic H-Leu-NHMec substrate, 1536-well (AID 1619) | recombinant M17LAP, H-Leu-NHMec fluorogenic kinetic assay; higher % means a stronger effect | inhibition, % at 30 µM; hits with a dose series show IC50 in µM | 0.38% of 220,000 active;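 active means compound inhibiting the enzyme by more than half at any dose during confirmatory dose-response retesting; inconclusive means strong single-dose inhibitors picked by rank but not retested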;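 further: plate controls were full reaction with DMSO carrier for no effect and no enzyme background for full effect; strong numbers were not always called active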
# KOR beta-arrestin-2 – KOR agonists, beta-arrestin recruitment, primary screen, cell-based, luminescence, uHTS (AID 1777); one-dose activation, % at 10 µM; EC50 in µM for titrated hits; KOR beta-arrestin recruitment, luminescence; higher % means a stronger effect; 0.02% of 280,000 active; in the data active means activation above about 50%, passing the limit was not always enough; further: a part of the inactive calls stands beside numbers as strong as those of hits
# NOD2 inhibition – inhibition of NOD2-driven NF-kB reporter – cell-based, luminescence, uHTS, HEK293 (AID 1566); HEK293 NOD2/NF-kB luciferase reporter, luminescence; higher % means a stronger effect; inhibition, % at 4 µM; hits with a dose series show EC50 in µM; 0.63% of 290,000 active; further: many of its hits are not listed in these tables
# NOD1 NF-kB reporter – inhibition of NOD1-driven NF-kB reporter – cell-based, luminescence, uHTS, primary screen (AID 1578); one-dose inhibition, % at 4 µM; EC50 in µM for titrated hits; 1% of 290,000 active; NOD1-driven NF-kB luciferase reporter cells, luminescence; higher % means a stronger effect; in the data active means inhibition mostly above about 36%, no sharp cut-off; inactive means mostly below about 34%;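 further: HEK-293T reporter cells stimulated with the NOD1 agonist gamma-tri-DAP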
# GPR55 beta-arrestin – GPR55 agonists via beta-arrestin recruitment, primary screen, imaging, U2OS cells, beta-arrestin-GFP redistribution (AID 1961); 0.048% of 290,000 active; one-dose activation, % at 10 µM; EC50 in µM for titrated hits; U2OS GPR55 beta-arrestin-GFP redistribution imaging; higher % means a stronger effect;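 active means activation above 40% with more than 50 cells counted in the well; inconclusive means wells holding fewer than 50 cells, flagged as toxic or sparse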;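 further: U2OS osteosarcoma cells stably expressing GPR55 and beta-arrestin-GFP; plate controls were DMSO negative control for no effect and LPI positive control for full effect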
# Dynein transport – blocks dynein driven cargo transport along microtubules | 3617.4 mouse cells, GR-EGFP nuclear translocation imaging; test concentration mostly 20 µM; stimulated with dexamethasone, 1 µM; stronger effect = lower value | z-score, hits read low | 0.47% of 220,000 active;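 active means plate z-score of nuclear minus cytoplasmic receptor signal below a set negative limit, without overly bright fluorescence or cell loss, cut at about -3.5 in these data, passing the limit was not always enough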;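 further: z-score of nuclear minus cytoplasmic ring GR-EGFP intensity difference per well; some compounds called inactive have numbers as strong as hits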
#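 Buffer or medium: tet-free, stripped-serum medium; reagent: dexamethasone at 1.0 µM final, 30 min; incubation: 48 h induction, 1 h compound, 30 min dex at 37 °C; measured by: formaldehyde fixation, Hoechst nuclear stain, 10x automated fluorescence imaging; read-out: nuclear-to-cytoplasmic GR-EGFP distribution per well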
# Dynein transport cytoplasmic EGFP – further read-out of Dynein transport, marked with its call; z-score; measured here: cytoplasmic GR-EGFP intensity; stronger effect = higher value
# Dynein transport nuclear GR-EGFP – further read-out of Dynein transport, marked with its call; z-score; measured here: nuclear GR-EGFP intensity;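 lower value marks the stronger effect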
# Dynein transport cell count – also measured in Dynein transport; calls as there; z-score; measured here: cell count per field
# Numbers without * were called inactive; ? = inconclusive; . = not tested or not shown; [ ] = another dose, or the depositor's remark. Unless noted, no stated cut-off is given here; in the data, active means inhibition above about 50%; inactive means the rest. Not all compounds are listed (hit frequency here may not be typical).
# Sequence of screens: P. falciparum M1AAP, KOR beta-arrestin-1, AID2073, M17LAP inhibition, KOR beta-arrestin-2, NOD2 inhibition, NOD1 NF-kB reporter, GPR55 beta-arrestin, Dynein transport, Dynein transport cytoplasmic EGFP, Dynein transport nuclear GR-EGFP, Dynein transport cell count
COc1cc(/C=C/C(=O)O)cc(S(=O)(=O)Nc2cc(Cl)c(Cl)cc2Cl)c1OC
 : 94µM*, -42%, 17%, 35%, 2.7%, 8%, -16%, -0.1%, -0.23, -0.13, -0.19, -0.56
O=C(CCC1CCCCC1)NCc1ccncc1
 : 3%, 9%, 1%, 4%, -2.2%, 0%, -18%, -0.2%, 0.2, -0.3, 0.58, 1.1
Cc1cccc(Nc2cnn(C34CC5CC(CC(CC(=O)O)(C5)C3)C4)c(=O)c2Cl)c1
 : 16%, 8%, -10%, 39%, -0.9%, 5%, -19%, -0.2%, -0.018, -0.046, -0.004, -0.31
N#C/C(=C/c1ccc(N2CCOCC2)o1)c1nc2ccccc2[nH]1
 : 8%, 11%, 18%, 29%, -5.5%, -152%, -13%, -0.3%, -0.58, 1.5, -0.11, 0.43
CN(CC1CCN(CCc2cccc(C(F)(F)F)c2)CC1)C(=O)c1ccc(F)cc1F
 : ., -25%[20 µM], -2%, ., -7.8%, -10%, -28%, 0.0%, ., ., ., .
N=C1/C(=C/c2coc3ccccc3c2=O)C(=O)N=C2SC(c3ccco3)=NN12
 : 19%, 17%, 14%, 4%, -1.4%, -5%, -13%, -0.1%, -0.087, -0.26, 0.11, 1.3
CC[C@@H]1CC=C[C@H]2[C@H]1C(=O)N(Cc1ccccc1)[C@H]2c1cc(C)ccc1F
 : -2%, 18%, -8%, -2%, 1.0%, -8%, -7%, -0.1%, -0.63, 0.32, -0.03, -0.099
Cc1cccc(C)c1NC(=O)NN=C1CCCCC1
 : -1%, 3%, -7%, -2%, 7.8%, 7%, -10%, 0.2%, -0.49, -0.27, 0.18, -0.13
C=CCN1C(=O)c2ccc(C(=O)NCC(c3ccccc3)N(C)C)cc2C1=O (stereo not drawn)
 : ., -5%, 6%, ., 2.0%, 16%, 21%, -0.1%, ., ., ., .
O=C(NCc1ccccc1)[C@H]1C[C@@H]1[C@H](NP(=O)(c1ccccc1)c1ccccc1)c1ccccc1
 : 4%, 13%, 6%, 1%, 1.0%, 10%, 27%, -0.1%, -0.98, -0.24, 0.098, 0.46
COc1ccc(NC(=O)c2cccc(S(=O)(=O)N3CCN(C)CC3)c2)c(OC)c1
 : ., 16%, 16%, ., -0.2%, 1%, -13%, 0.6%, ., ., ., .
COc1ccc(NC(=O)c2ccc(S(=O)(=O)NCc3cccnc3)cc2)cc1
 : ., 38%, -3%, ., -0.7%, 21%, -21%, -0.1%, ., ., ., .
CCOC(=O)c1[nH]ncc1CN1CCCC(C(=O)c2ccc(OC)c(OC)c2)C1 (stereo not drawn)
 : 9%, 14%[20 µM], -1%, -8%, ., 5%, 111%*, -0.1%, -0.57, -0.16, -0.36, -0.23
CCN(CCO)Cc1cc(=O)oc2cc3c(cc12)CCC3
 : 10%, -2%, 1%, 5%, -1.2%, 0%, -35%, -0.3%, -0.86, -0.31, -0.31, 0.68
CCCn1ncc(CN2CCC(CO)(CC3CCCCO3)CC2)c1C (stereo not drawn)
 : -1%, -4%, 2%, 0%, ., -12%, -21%, 0.5%, -0.46, -0.053, -0.22, 0.32
CCN(C(=O)Cn1c(=O)oc2ccccc21)c1cccc(C(F)(F)F)c1
 : 5%, 13%, 1%, -10%, 1.7%, 6%, -24%, 0.3%, 0.21, -0.31, -0.0098, 0.71
[O-][n+]1c2c(nn1-c1ccc(Cl)c(Cl)c1)-c1nonc1CC2
 : -6%, 14%, 7%, 2%, -0.8%, -2%, -20%, 0.0%, 1.1, -0.18, 0.74, -0.48
Nc1ccccc1C#Cc1ccccc1
 : 0%, -19%, -6%, 4%, 0.3%, -69%, -30%, 0.0%, -0.13, -0.22, -0.67, 0.16
CCN1CCN(C(=O)C2CCCN(c3ncnc4c3nc3n4CCCCC3)C2)CC1 (stereo not drawn)
 : ., -12%, 10%, ., 7.3%, 12%, -26%, 0.3%, ., ., ., .
Cc1cc(C)c(C#N)c(SCC(=O)C2CC2)n1
 : 1%, -17%, -6%, 17%, 2.3%, -9%, 0%, 0.2%, -0.81, -0.24, -0.5, 0.57

# 2 compounds drawn at random from those above, as already listed:
# Sequence of screens: P. falciparum M1AAP, KOR beta-arrestin-1, AID2073, M17LAP inhibition, KOR beta-arrestin-2, NOD2 inhibition, NOD1 NF-kB reporter, GPR55 beta-arrestin, Dynein transport, Dynein transport cytoplasmic EGFP, Dynein transport nuclear GR-EGFP, Dynein transport cell count
CCOC(=O)c1[nH]ncc1CN1CCCC(C(=O)c2ccc(OC)c(OC)c2)C1 (stereo not drawn)
 : 9%, 14%[20 µM], -1%, -8%, ., 5%, 111%*, -0.1%, -0.57, -0.16, -0.36, -0.23
CN(CC1CCN(CCc2cccc(C(F)(F)F)c2)CC1)C(=O)c1ccc(F)cc1F
 : ., -25%[20 µM], -2%, ., -7.8%, -10%, -28%, 0.0%, ., ., ., .

# The list continues:
# Sequence of screens: P. falciparum M1AAP, KOR beta-arrestin-1, AID2073, M17LAP inhibition, KOR beta-arrestin-2, NOD2 inhibition, NOD1 NF-kB reporter, GPR55 beta-arrestin, Dynein transport, Dynein transport cytoplasmic EGFP, Dynein transport nuclear GR-EGFP, Dynein transport cell count
CC1SCC(=O)N(CC(=O)NCc2ccccc2)C1=O (stereo not drawn)
 : 3%, 6%, -8%, 36%, -7.7%, 18%, -4%, 1.4%, 0.3, -0.23, 0.26, 0.48
CN1C(C(=O)NCc2cccc(Br)c2)CC2Cn3c(nc4cc(Cl)c(Cl)cc43)C21 (stereo not drawn)
 : 15%, 27%, 9%, -2%, 1.2%, -6%, 15%, -0.1%, 0.54, -0.79, 0.39, -0.4
CC(/C=N\N1CCN(Cc2ccc(C)cc2)CC1)=C\c1ccccc1
 : 0%, -34%, -17%, -12%, 9.2%, 0%, 22%, -0.2%, -0.2, -0.31, -0.35, 0.38
CCc1ccccc1NC(=O)N[C@@H](C)C(=O)O
 : 5%, -7%, 2%, -5%, -2.8%, 23%, 0%, -0.1%, 1.1, -0.094, 0.92, -1.6
Cc1cc2nc(-c3ccc[nH]c3=O)[nH]c2cc1C
 : ., 10%, ?, ., -8.9%, -39%, 4%, 0.0%, ., ., ., .
COc1ccccc1NC(=O)CSc1nc2ccccc2cc1Cc1ccccc1
 : 3%, 9%, 10%, 4%, -0.5%, -9%, 20%, 0.0%, 0.16, -0.26, -0.3, 0.73
COc1ccc(-c2cc(N3C(=O)Nc4ccccc4N3O)n[nH]2)cc1OC
 : 4%, 9%, 2%, -1%, 5.5%, 3%, -17%, -0.2%, 0.15, -0.24, 0.55, -0.63
CCOC(=O)c1ccc(NC(=O)COc2ccc(S(=O)(=O)NC(C)C)cc2)cc1
 : 1%, 18%, 6%, 0%, -0.9%, 3%, -2%, -0.1%, 1.6, -0.24, 1.1, -0.89
O=C(NCc1ccccc1F)C1CCCN1C(=O)Nc1ccc(F)cc1 (stereo not drawn)
 : ., 19%[20 µM], 5%, ., -3.3%, 16%, -21%, -0.1%, ., ., ., .
COCCN(C(=O)CNC(=O)c1cccs1)C(C(=O)NC1CCCC1)c1cccs1 (stereo not drawn)
 : 0%, 4%, -10%, 1%, -8.4%, 18%, 9%, -0.1%, -0.72, -0.17, 0.35, 0.37
COc1ccc(Cn2nnnc2C(c2cc3cc(C)ccc3[nH]c2=O)N2CCOCC2)cc1 (stereo not drawn)
 : 5%, -31%, 43%, -1%, 4.5%, -8%, 6%, -0.4%, -0.74, -0.22, -0.27, 0.57
Cc1cc(C)n(-c2cc(N3CCOCC3)ncn2)n1
 : 4%, 11%, -2%, 5%, -0.2%, 11%, 2%, 0.0%, -0.23, -0.35, 0.15, 1.5
CCCc1nc2sc3c(c2c(=O)n1NC(=O)CCC(=O)O)CCCC3
 : 0%, -18%, 5%, 8%, -2.7%, -1%, -15%, -0.3%, -0.067, -0.18, 0.1, 0.89
CCC(=O)OCc1cc2cccc(C)c2[nH]c1=O
 : 0%, 12%, 3%, -15%, -11%, 12%, 11%, -0.3%, 0.28, -0.26, 0.45, 0.43
CCOC(=O)C1(CCOc2ccccc2)CCN(Cc2ccc(O)c(OCC)c2)CC1
 : ., 19%, 4%, ., -5.5%, -16%, -8%, -0.1%, ., ., ., .
CC(C)(C)C(=O)Nc1nc(C2CCCN2S(=O)(=O)c2ccc(Cl)cc2)cs1 (stereo not drawn)
 : 6%, -28%, -4%, -1%, 0.9%, 9%, -10%, -0.1%, -1, -0.37, -0.68, 1.2

# Four compounds from above, ordered by molecular weight, lowest first:
# Sequence of screens: P. falciparum M1AAP, KOR beta-arrestin-1, AID2073, M17LAP inhibition, KOR beta-arrestin-2, NOD2 inhibition, NOD1 NF-kB reporter, GPR55 beta-arrestin, Dynein transport, Dynein transport cytoplasmic EGFP, Dynein transport nuclear GR-EGFP, Dynein transport cell count
CCc1ccccc1NC(=O)N[C@@H](C)C(=O)O
 : 5%, -7%, 2%, -5%, -2.8%, 23%, 0%, -0.1%, 1.1, -0.094, 0.92, -1.6
CCC(=O)OCc1cc2cccc(C)c2[nH]c1=O
 : 0%, 12%, 3%, -15%, -11%, 12%, 11%, -0.3%, 0.28, -0.26, 0.45, 0.43
O=C(NCc1ccccc1F)C1CCCN1C(=O)Nc1ccc(F)cc1 (stereo not drawn)
 : ., 19%[20 µM], 5%, ., -3.3%, 16%, -21%, -0.1%, ., ., ., .
COc1ccccc1NC(=O)CSc1nc2ccccc2cc1Cc1ccccc1
 : 3%, 9%, 10%, 4%, -0.5%, -9%, 20%, 0.0%, 0.16, -0.26, -0.3, 0.73

# Screens (PubChem BioAssay)
